Source: PubChem
H9c2 TAG inh – inhibitors of triacylglycerol accumulation, primary screen, cell-based, uHTS, fluorescence, H9c2; 0.66% of 230,000 active; AID 651582, 2012; inhibition, % at 12.5 µM; H9c2 cells, Nile Red lipid (TAG) fluorescence; cells loaded with 200 µM oleic acid;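 active means pattern-corrected inhibition of lipid staining of at least 50% with the nuclear-stain viability signal not falling by more than 50%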;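 further: 0% = DMSO wells and 100% = triacsin C control wells; some results filed as inactive read as strong as hits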
H9c2 TAG inh DAPI viability – recorded beside H9c2 TAG inh, whose call it bears; DAPI nuclei signal change (viability), lower = more cytotoxic, %;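 whole-well DAPI fluorescence read on a plate reader as a viability signal; minus 50 percent equals half of cells still viable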
The depositor's hits bear a star.

SMILES	H9c2 TAG inh	H9c2 TAG inh DAPI viability
CCOc1ccccc1C1C(C(N)=O)=C(C)Nc2nc(-c3ccc(OC)cc3)nn21 (configuration not stated)	10	1
COc1ccccc1-c1csc(C(C)(NC(C)=O)c2ccccc2)n1 (configuration not stated)	-21	2
CN(c1ccc(S(=O)(=O)N2CCOCC2)cn1)C1CCCCC1	-8	-6
C=C(C)C1CC=C(C)/C(=N/NC(=O)COc2cccc3ccccc23)C1 (configuration not stated)	-97	-3
COc1ccc(-c2c(C)nn3c(N4CCC5(CC4)OCCO5)cc(C)nc23)cc1OC	-8	-5
O=C(CN(Cc1ccc(Br)cc1)S(=O)(=O)c1ccccc1)NCc1ccccn1	-14	4
COCCNS(=O)(=O)c1cc(F)ccc1OC	12	-7
O=C(COc1ncnc2ccccc12)NCCc1ccc(F)cc1	13	-7
COC(=O)[C@@H](Cc1ccccc1)NC(=O)Cn1cc(C)c(=O)[nH]c1=O	15	-5
O=C(Nc1ccccc1F)C1COc2ccccc2O1 (configuration not stated)	1	0
CN(C(=O)COC(=O)CCC(=O)c1ccc(F)cc1)C1CCCCC1	-5	-1
CC(=O)NC(C)(c1ccccc1)c1nc(-c2csc3ccccc23)cs1 (configuration not stated)	-7	-7
CN(C)/C=c1\sc2c(C#N)cc(C(=O)c3ccc(Br)cc3)n2c1=O	2	6
Cc1ccc(S(=O)(=O)Nc2nc(CN3CCOCC3)nc3sc(C)c(C)c23)cc1	-11	0
COc1cc(C)ccc1OCC(=O)Nc1ccc2c(c1)OCO2	-20	7
CC1CCN(c2c(NCC3CCC(C(=O)NCc4ccc(F)cc4)CC3)c(=O)c2=O)CC1 (configuration not stated)	-4	12
Cc1onc(-c2ccccc2Cl)c1C(=O)Nc1sc2c(c1C(N)=O)CCC(C)C2 (configuration not stated)	15	-4
Cn1c(=O)[nH]c(=O)c2c1nc1n2CCCS1	-4	10
COc1ccc(C(=O)N2CCN(S(=O)(=O)c3ccc(Cl)cc3)CC2)cc1S(=O)(=O)N1CCOCC1	-1	-4
C#CCOCCOCCOCCNc1nc(N2CCN(C(=O)CCCCCCCCCCNC(=O)Cn3cc(C[C@@H](C)O)nn3)CC2)nc(N2CCN(C(=O)CCCCCCCCCCNC(=O)[C@@H](CCC(=O)O)n3cc(CCCCCN)nn3)CC2)n1	-13	9
C[C@H](CO)N1C[C@H](C)[C@H](CN(C)C(=O)c2ccccc2)OCc2ccccc2-c2c(n(C)c3ccccc23)C1=O	12	-11
CCc1oc(C(=O)OC)cc1CSC(=N)N	-5	0
CCc1nnc(NS(=O)(=O)c2ccc(NC(=O)/C=C/C(=O)O)cc2)s1	-4	2
Cc1c(C(=O)N(Cc2ccccc2Cl)C2CCS(=O)(=O)C2)oc2ccccc12 (configuration not stated)	7	3
Cn1c(Cc2ccc(Cl)cc2)nnc1SCC(=O)NC1CC1	4	4
CCCCCCCCCCCCN1[C@@H](CC(C)=O)c2cc(C(F)(F)F)ccc2S1(=O)=O	-16	6
CN(C)c1ccc(P(=O)(OC2CCCCC2)C(Nc2ccccc2)c2cccnc2)cc1 (configuration not stated)	-6	0
Cc1nnsc1C(=O)NC(=O)Nc1ccc(F)c(Cl)c1	2	6
CCOCCCNC(=O)C1CCCN1S(=O)(=O)c1ccc(Cl)cc1 (configuration not stated)	2	10
CC(=O)c1ccc2c(c1)OCCOCCOc1ccc(C(C)=O)cc1OCCOCCO2	12	-5
Cc1occc1C(=O)N1CCC2(CCCN(Cc3ccc(F)c(F)c3)C2)C1 (configuration not stated)	-10	0
O=C(NNC(=O)c1cnccc1C(F)(F)F)c1cccc(Cl)c1	-7	2
COC(=O)CCSCC(=O)Nc1nnc(C)s1	17	-9
O=C(Nc1ccc(N2CCN(C(=O)c3ccc(Cl)cc3)CC2)cc1)c1cccnc1	-15	4
O=C1CS/C(=N/N=C/c2cccs2)N1Cc1ccc(F)cc1	-3	-7
Cc1cc(C)nc(NS(=O)(=O)c2ccc(N/C=C\C(=O)c3cccs3)cc2)n1	1	20
Cc1ccc(CCNC(=O)CN(C)S(=O)(=O)c2ccc3c(c2)n(C)c(=O)c(=O)n3C)cc1	13	-9
O=C(Cc1ccc(Cl)c(Cl)c1)OCC(=O)c1ccc[nH]1	-8	1
Cc1ccc(OC(C)C(=O)N(Cc2cccs2)C2CCS(=O)(=O)C2)cc1C (configuration not stated)	8	-7
Cc1cc(C)cc(OCc2nc3ncc(Br)cc3[nH]2)c1	42	-38

Reprinted from the part before: 4 compounds; new compounds follow.
SMILES	H9c2 TAG inh	H9c2 TAG inh DAPI viability
Cc1ccc(CCNC(=O)CN(C)S(=O)(=O)c2ccc3c(c2)n(C)c(=O)c(=O)n3C)cc1	13	-9
O=C(Cc1ccc(Cl)c(Cl)c1)OCC(=O)c1ccc[nH]1	-8	1
Cc1ccc(OC(C)C(=O)N(Cc2cccs2)C2CCS(=O)(=O)C2)cc1C (configuration not stated)	8	-7
Cc1cc(C)cc(OCc2nc3ncc(Br)cc3[nH]2)c1	42	-38
C=CCOC(=O)C1=C[C@@H](c2csc3ccccc23)C[C@@H](OCc2ccc(CO)cc2)O1	-24	0
COc1ccc(/C=N/NC(=O)Cc2csc(Nc3cccc(C(F)(F)F)c3)n2)cc1C	27	-7
CCOc1cccc(C2C(C(=O)c3ccc(C)o3)=C(O)C(=O)N2Cc2ccncc2)c1 (configuration not stated)	0	-1
COCC(C)NC(=O)C(C)N1c2cccc3cccc(c23)S1(=O)=O (configuration not stated)	-5	1
CCCCN1C[C@H](c2ccc(Br)cc2)[C@@H](CC(=O)Nc2ccc(Br)cc2)C1=O	3	-12
CC(C)C(CCNC(=O)CC(Cc1ccccc1)c1ccco1)c1ccco1 (configuration not stated)	20	-10
COCCN(CC(=O)NC1CCCCC1)C(=O)/C=C/C(=O)c1ccc(OC)cc1O	10	-2
CN=C1S/C(=C\c2ccc(O)c(OC)c2)C(=O)N1C	17	-11
Cc1ccc(Cl)cc1N(CC(=O)NCc1ccc2c(c1)OCO2)S(C)(=O)=O	-12	9
CCOc1ccc2[nH]c3c(NCCc4ccc(OC)c(OC)c4)ncnc3c2c1	-14	13
Cc1ccc(C(=O)NNCC(=O)Nc2ccc(Cl)cc2F)cc1	-16	-1
COc1ccc(N2CCN(C(c3cc(OC)ccc3OC)c3nnnn3CC3CCCO3)CC2)cc1 (configuration not stated)	-15	-1
CC#CC[N+](C)(CC#CC)CC(=O)c1ccccc1	2	-14
Cc1nn(CC(=O)NCCCc2ccccc2)c(C)c1[N+](=O)[O-]	2	-5
Cn1ccc(C(=O)Nc2cccnc2Cl)n1	3	5
Cc1cc2ccccn2c1C(=O)c1ccc(NN)c([N+](=O)[O-])c1	-15	7
COc1cccc(C(=O)C2CCCN(Cc3ccc(OC)c(Cn4cncn4)c3)C2)c1 (configuration not stated)	2	2
COc1ccc(C)cc1-n1nnnc1SCc1cc(=O)n2cc(C)ccc2n1	-46	4
CCOC(=O)c1c(NC(C)=O)sc2c(OC)cccc12	3	15
Cc1ccc(NCC(=O)N/N=C/c2cccc(Br)c2)cc1	2	-4
COc1ccc(CNC(=O)c2cc(C3CC3)on2)cc1	-10	-1
O=C(Nc1ccc(C(F)(F)F)cc1)C1CCCCN1S(=O)(=O)c1ccccc1 (configuration not stated)	-30	-2
COC(=O)CN1C(=O)Nc2ccc(Br)cc2C1c1ccccc1 (configuration not stated)	-25	-4
CN(C(=O)c1ccncc1)c1nnc(-c2ccncc2)s1	-1	9
CSc1ncccc1C(=O)N1CCCC(N2CCN(c3ccccc3C)CC2)C1 (configuration not stated)	8	-10
CCOC(=O)c1c(C)[nH]c(C(=O)CN(C)CC(=O)Nc2ccccc2C(F)(F)F)c1C	9	-4
COc1ccccc1Nc1nnc(SCC(=O)c2cc(C)n(CC3CCCO3)c2C)s1 (configuration not stated)	17	11
O=C(OCC(=O)N1CCCC1=O)C1COc2ccccc2O1 (configuration not stated)	-12	-5
COc1ccc(S(=O)(=O)n2nc(OC(=O)c3ccccc3Br)cc2N)cc1	-7	-2
COCc1nc2ccccc2n1Cc1c(F)cccc1Cl	-3	1

The final 4 compounds of the part before come first, to join the parts:
SMILES	H9c2 TAG inh	H9c2 TAG inh DAPI viability
COc1ccccc1Nc1nnc(SCC(=O)c2cc(C)n(CC3CCCO3)c2C)s1 (configuration not stated)	17	11
O=C(OCC(=O)N1CCCC1=O)C1COc2ccccc2O1 (configuration not stated)	-12	-5
COc1ccc(S(=O)(=O)n2nc(OC(=O)c3ccccc3Br)cc2N)cc1	-7	-2
COCc1nc2ccccc2n1Cc1c(F)cccc1Cl	-3	1
Cc1ccc(NC(=O)NC2CCCCCCC2)cc1C	0	2
Cc1cccc(OCCNC(=O)CCc2ccccc2)c1	12	-5
N#Cc1nc(-c2cccs2)oc1NCc1ccccc1	-6	24
CCO[C@H]1OC(C(=O)NC2CC2)=C[C@@H](C2CCCCC2)[C@@H]1CCCO	15	-6
Cc1ccc(OC(=O)CCNC(=O)c2ccccc2Cl)c(Br)c1	7	1
COc1ccc(-n2c(=O)c(CCC(=O)N(C)Cc3ccccc3C)nc3ccccc32)cc1	-2	7
CN(Cc1ccco1)c1ncnc2ccc(-c3ccccc3Cl)cc12	-17	2
O=C(Nc1ccccc1)c1cc(C2COCCN2C(=O)c2cccs2)on1 (configuration not stated)	6	4
CCOC(=O)C1CCCN(C(=O)c2ccc(OC)cc2OC)CC1 (configuration not stated)	-10	3
CCN(CC)c1ccc(/C=N/NC(=S)NCc2ccco2)cc1	-1	29
O=C(Nc1ccccc1Cl)NC1(C(=O)NCCCN2CCOCC2)CCCCC1	-3	8
O=C(/C=C/c1ccc([N+](=O)[O-])cc1)c1cccs1	-25	4
CC(=O)c1ccc(NC(=S)Nc2ccc3[nH]c(=O)[nH]c3c2)cc1	-4	-3
CN(c1ccccc1)S(=O)(=O)c1cccc(C(=O)NNC(=O)c2ccccc2)c1	-13	11
O=C(CSC1=NS(=O)(=O)c2cc(F)ccc2N1)Nc1ccccc1F	9	-5
Cc1cc(NC(=O)CSc2nncc(=O)n2N)no1	-13	20
Cc1cc(=O)[nH]c2ccc(S(=O)(=O)NCc3ccccc3)cc12	3	3
O=C(Nc1cccc2cccnc12)c1csc([C@@H]2O[C@H](CO)[C@H](O)[C@H](O)[C@H]2O)n1	71	-86
O=C(Cc1ccccc1)NCCCc1ccccc1	9	-4
O=C(O)c1ccc(S(=O)(=O)c2ccccc2)cc1	-5	3
Nc1c(Cl)cc(-c2csc(NC(CO)c3nc4ccccc4n3CCOCCO)n2)cc1Cl (configuration not stated)	-28	-4
Cc1cc(C)n2nc(SCc3nnc(-c4cccs4)o3)nc2n1	3	1
S=c1[nH]c(-c2ccc(Br)cc2)cn1CCc1ccccc1	6	4
COc1ccc(OC)c(NC(=O)Nc2ccccc2C)c1	16	0
COc1ccc(N2CCN(C(=O)CNC(=O)Cn3c(C)cc4ccccc4c3=O)CC2)cc1	6	4
C/C(=N\NC(=O)CCC(=O)NCc1ccccc1)c1ccco1	-6	6
CCc1nc2ccc(C(=O)NC3CCN(Cc4ccccc4)CC3)cn2c1N(C)Cc1cccs1	3	10
OCc1cccc(-c2cnc3c(Nc4cccc(OC(F)(F)C(F)F)c4)nccn23)c1	7	4
Cc1ccc(-c2noc(CCCC(=O)Nc3cccnc3)n2)cc1	7	-13
CCOC(=O)N1CCN(c2c(NCc3ccc(F)cc3)c(=O)c2=O)CC1	44	-24

Some of the entries so far, bar-delimited:
smiles | H9c2 TAG inh | H9c2 TAG inh DAPI viability
OCc1cccc(-c2cnc3c(Nc4cccc(OC(F)(F)C(F)F)c4)nccn23)c1 | 7 | 4
Cc1ccc(-c2noc(CCCC(=O)Nc3cccnc3)n2)cc1 | 7 | -13

Single entries from the list:
Value of OCc1cccc(-c2cnc3c(Nc4cccc(OC(F)(F)C(F)F)c4)nccn23)c1 under H9c2 TAG inh: 7
Value of Cc1cc(C)n2nc(SCc3nnc(-c4cccs4)o3)nc2n1 under H9c2 TAG inh DAPI viability: 1
Value of CCc1nc2ccc(C(=O)NC3CCN(Cc4ccccc4)CC3)cn2c1N(C)Cc1cccs1 under H9c2 TAG inh DAPI viability: 10

Next section
SMILES	H9c2 TAG inh	H9c2 TAG inh DAPI viability
Brc1c(CSc2nncc3ccccc23)nc2ccccn12	15	-7
O=C(Cc1ccc(Br)cc1)Nc1cccc(-c2cn3c(n2)SCC3)c1	-11	4
Cc1cccc(NC(=O)CN(C)C(=O)Cc2ccc(-c3ccccc3)cc2)c1C	-4	14
CN(Cc1ccccc1)CC(O)CN(C)Cc1ccccc1	6	16
Cc1csc(CNC(=O)CC2C(=O)NCCN2Cc2ccc(F)cc2Cl)n1 (configuration not stated)	-6	1
CC(NS(=O)(=O)c1ccc(Br)cc1)C(=O)Nc1nc2ccccc2[nH]1 (configuration not stated)	10	2
COC(=O)c1cn(NC(=O)c2cc(OC)c(OC)c(OC)c2)c(=O)c2ccccc12	-8	1
Cc1ccc(S(=O)(=O)N2CCOCC2)cc1C(=O)OCCOc1cccc(Cl)c1	-5	9
O=C(NNC(=O)c1ccccc1Cl)c1csc(N2CCOCC2)n1	-9	-5
COC(=O)c1nn(-c2ccc(OC)cc2)c(=O)cc1O	-7	4
COc1ccc(/C=N/N2CCN(Cc3ccc(C)cc3)CC2)cc1Br	7	-2
CCC(CC)C(=O)Nc1cccc(C(=O)Nc2ccc(S(N)(=O)=O)cc2)c1	12	-3
Cc1nnc(SCC(=O)NCCC2=CCCCC2)[nH]c1=O	-12	-3
CSc1nc2nc(C(F)(F)F)cc(-c3ccccc3)n2n1	13	14
CCC(=O)c1ccc(OC(C)C(=O)NC2(C#N)CCCCC2)cc1 (configuration not stated)	3	1
CCOC(=O)C(C(=O)OCC)N(C#N)c1nc(SC)nc(N(C)C)n1	2	4
O=C1C=C(Nc2ccc(Cl)cc2)C(=O)N1c1ccc(Cl)cc1	4	-2
CSCCC(NC(=O)c1ccccc1Br)C(=O)N1CCN(C/C=C/c2ccccc2)CC1 (configuration not stated)	-8	-1
CCc1ccccc1NC(=O)CCCSc1nc2ccccc2s1	-22	-3
O=C(COc1ccc(S(=O)(=O)N2CCOCC2)cc1)N1CCOCC1	-3	4

The list is partial, so the mix of outcomes need not match the whole.
